# From PubChem
# MITF inh = MITF inhibitors, primary screen, biochemical, AlphaScreen, human; AlphaScreen MITF homodimerization, bead proximity signal; inhibition, % at 2.6 µM; 650,000 compounds, 0.91% hits; in the data active = inhibition above about 50%;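 note: 0% = vehicle wells with protein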
# Target sequence (O75030 whole entry, looked up): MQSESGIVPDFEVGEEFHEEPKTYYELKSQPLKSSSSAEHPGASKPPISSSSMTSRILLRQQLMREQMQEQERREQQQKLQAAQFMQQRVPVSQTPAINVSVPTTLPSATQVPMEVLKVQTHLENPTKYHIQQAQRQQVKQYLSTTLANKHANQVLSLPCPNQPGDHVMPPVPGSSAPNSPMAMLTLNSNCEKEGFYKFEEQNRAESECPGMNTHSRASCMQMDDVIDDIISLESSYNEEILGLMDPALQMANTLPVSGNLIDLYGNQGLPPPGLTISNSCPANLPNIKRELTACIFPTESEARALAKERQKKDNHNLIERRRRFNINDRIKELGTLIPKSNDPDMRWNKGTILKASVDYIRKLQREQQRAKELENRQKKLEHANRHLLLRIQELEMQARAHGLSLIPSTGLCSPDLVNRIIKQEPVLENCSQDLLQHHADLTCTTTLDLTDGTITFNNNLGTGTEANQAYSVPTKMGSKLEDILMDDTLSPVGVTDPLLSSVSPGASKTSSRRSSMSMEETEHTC
# GPR151 ag = activators of human GPR151, primary screen, cell-based, PathHunter beta-arrestin, luminescence; activation, % at 11.2 µM; PathHunter beta-arrestin GPR151 cells; 650,000 compounds, 1% hits; AID 1508602, 2020; in the data active = activation above about 4.9%;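 note: 0% = median of compound wells and 100% = cells with positive control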
# Target sequence (Q8TDV0 whole entry, looked up): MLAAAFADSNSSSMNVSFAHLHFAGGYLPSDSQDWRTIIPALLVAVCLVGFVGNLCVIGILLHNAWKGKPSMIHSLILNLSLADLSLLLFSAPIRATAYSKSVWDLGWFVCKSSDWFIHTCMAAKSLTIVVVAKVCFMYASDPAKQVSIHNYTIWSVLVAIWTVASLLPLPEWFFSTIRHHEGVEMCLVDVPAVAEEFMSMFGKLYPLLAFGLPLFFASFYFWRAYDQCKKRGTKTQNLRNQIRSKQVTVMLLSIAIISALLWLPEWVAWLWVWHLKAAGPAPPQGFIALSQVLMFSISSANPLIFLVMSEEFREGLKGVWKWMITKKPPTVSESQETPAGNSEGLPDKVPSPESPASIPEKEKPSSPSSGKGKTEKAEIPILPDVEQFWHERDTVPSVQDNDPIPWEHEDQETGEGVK
# TEAD-YAP block = TEAD-YAP interaction inhibition, primary screen, TEAD-YAP interaction inhibitor project, luminescence, HEK-TIYL cells; TEAD-Gal4/YAP UAS-luciferase luminescence; 640,000 compounds, 1.4% hits; inhibition, % at 9.12 µM; AID 1259422, 2018; in the data active = inhibition above about 32%;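 note: 0% = median of test compound wells and 100% = reference inhibitor wells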
# FBW7 act = FBW7 E3 ligase activators, primary screen, biochemical, AlphaScreen, human. F-box/WD repeat-containing protein 7 (Homo sapiens), Q969H0. AlphaScreen FBW7–phospho-cyclin E peptide binding, activator screen. normalized activity (activation), % at 26.1 µM. 650,000 compounds, 0.13% hits; in the data active = normalized activity above about 1.9%;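 note: purified mutant Fbw7 with reduced substrate affinity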
# * = called active by the depositor; · = not tested or not shown; & = joins results of further samples.
Compound	TEAD-YAP block	GPR151 ag	FBW7 act	MITF inh
Nc1nnc(CCN2C(=O)S/C(=C\c3ccccc3)C2=O)s1	-61	0.3	-0.1	5
Cn1cc(C(=O)N2CCc3ccccc3C2)c2ccccc2c1=O	13	-2.0	0.0	11
CC(=O)Nc1ccc(S(=O)(=O)NCC(=O)OCC(=O)c2c(C)[nH]c3ccccc23)cc1	0	-0.3	0.0	2
C=CCN1C(=O)/C(=C\c2ccc(OCC(=O)O)c(OC)c2)C(=O)NC1=S	-1	0.4	-0.1	1
c1cc(-n2ccc(CN3CCOCC3)n2)cc(Nc2ccc(N3CCOCC3)cc2)n1	20	-0.1	-0.7	2
CC(Oc1ccccc1)C(=O)NCCSc1c[nH]c2ccccc12 (stereo unspecified)	5	-0.5	0.2	19
CS(=O)(=O)Nc1ccc(C(=O)OC2CCCCC2)cc1	1	-0.5	0.2	10
COc1ccccc1N(C(=O)C(Cl)(Cl)Cl)C1C=CS(=O)(=O)C1 (stereo unspecified)	-1	4.1	0.1	5
CCOC(=O)c1sc2nc(C)nc(Nc3ccc(F)cc3Cl)c2c1C	8	2.4	0.1	7
COCCNC(=O)/C(=C\c1ccccc1F)NC(=O)c1ccc(C)cc1	10	-0.6	0.1	4
CC1(C)CC(O)CC(C)(C)N1CC(O)COc1ccccc1Br (stereo unspecified)	2	2.0	-0.4	-4
O=[N+]([O-])c1cc2c(cc1/C=C/c1ccccn1)OCO2	-8	0.7	-0.1	0
COc1cccc(NC2c3ccccc3C(=O)N2c2cccnc2)c1 (stereo unspecified)	-8	2.1	0.0	-7
Cc1ccnc(NC(=O)C2CCCN(S(=O)(=O)c3ccc4[nH]c(=O)ccc4c3)C2)c1 (stereo unspecified)	-1	1.9	0.0	-3
Cc1ccc(C(=O)N/C(=C/c2cccc([N+](=O)[O-])c2)C(=O)Nc2ccc(Br)cc2)cc1	1	0.4	-0.1	0

# Sorted by molecular weight (low to high): some entries from above.
Compound	TEAD-YAP block	GPR151 ag	FBW7 act	MITF inh
C=CCN1C(=O)/C(=C\c2ccc(OCC(=O)O)c(OC)c2)C(=O)NC1=S	-1	0.4	-0.1	1
CCOC(=O)c1sc2nc(C)nc(Nc3ccc(F)cc3Cl)c2c1C	8	2.4	0.1	7
COc1ccccc1N(C(=O)C(Cl)(Cl)Cl)C1C=CS(=O)(=O)C1 (stereo unspecified)	-1	4.1	0.1	5

# The list goes on:
Compound	TEAD-YAP block	GPR151 ag	FBW7 act	MITF inh
CCC(C)NCc1c(C(=O)O)n(Cc2ccc(C)cc2)c2cc(OC)ccc12 (stereo unspecified)	-3	-0.3	0.4	9
O=C1NC(=S)S/C1=C\c1ccccc1I	-3	-1.1	0.1	13
O=C(Nc1ccccc1)C1CCCN1C(=O)Nc1ccc(F)cc1F (stereo unspecified)	0	-0.7	0.3	18
COCCCNc1nc2c(c(=O)n(C)c(=O)n2C)n1CC(O)COc1ccc(C)cc1 (stereo unspecified)	-7	-1.8	0.1	10
OCCN1CCN(c2cc(-c3ccccc3)nc(-c3cccnc3)n2)CC1	15	0.0	0.1	-8
CNS(=O)(=O)c1cc(-c2nnc(Nc3ccc(C)cc3C)c3ccccc23)ccc1C	6	-0.2	0.0	3
Cc1[nH]c(=O)n(C)c(=O)c1CCC(=O)Nc1ccc(F)c(Cl)c1	2	0.0	0.9	18
N[C@H](C(=O)O)[C@H](O)c1ccc(O)c(O)c1	1	-1.8	-0.2	54*
CC1(C)CC(=O)c2cc(C(=O)Nc3ccc4c(c3)C(=O)NC4=O)c(=O)n(-c3ccc(Cl)cc3)c2C1	-4	2.4	0.2	12
CC1=C(C(=O)N2CCOCC2)C(c2ccc(OC(F)(F)F)cc2)C2=C(CCCC2=O)N1 (stereo unspecified)	15	0.7	-0.1	6
C=CCOc1ccc(Br)cc1/C=N/N1C(=O)C2C3C=CC(CC3)C2C1=O (stereo unspecified)	7	0.0	-0.2	-5
COc1cc(C(=O)/C=C/Nc2ccc(Cl)cc2)cc(OC)c1OC	38*	0.5	-0.1	-3
Cc1ccc2nc(-c3cc(NC(=O)c4cc(Cl)ccc4[N+](=O)[O-])ccc3Cl)oc2c1	-10	-1.0	0.0	1
Cc1cc(C)cc(N2CCCn3c2nc2c3c(=O)n(CC(C)C)c(=O)n2C)c1	1	0.6	-0.1	0
C/C(=N\NC(=O)c1cc2ccccc2cc1O)c1c(O)cc(C)oc1=O	-4	0.0	0.8	12
CCCCCC(=O)N/N=C/c1ccc2cc(OC)ccc2c1	4	-0.8	-0.2	-2
O=C(COC(=O)c1ccccn1)Nc1ccccc1F	3	0.5	-0.1	16
Cc1ccc(-c2cc(C(F)(F)F)n3nc(C)c(-c4ccccc4)c3n2)cc1	-1	-0.1	0.0	-3
CC1CCCN(C(=O)/C=C/c2cccs2)C1 (stereo unspecified)	-62	-2.4	0.3	16
CCCC1CCC(c2ccc(OC(=O)c3cccc(C(=O)OC)n3)cc2)CC1 (stereo unspecified)	1	-1.5	0.1	7
Cn1c(=O)c2c(nc(N3CCCCCC3)n2CC(O)COc2ccccc2)n(C)c1=O (stereo unspecified)	-14	1.4	-0.2	1
N#Cc1ccc(NC(=O)COc2ccc(Cl)c3ccccc23)cc1	19	-1.2	0.3	-6
Cc1cccn2c(=O)c3cc(C(=O)Nc4ccc(F)cc4)n(C)c3nc12	-7	-0.2	0.1	24
CCN1C(=O)N/C(=C/c2ccc(Sc3ccc(C)cc3)o2)C1=O	-6	0.0	0.1	3
O=[N+]([O-])c1cc(Cl)ccc1NCCNS(=O)(=O)c1ccc(Br)cc1	-20	0.5	-0.1	11
O=C(c1ccc(Cl)cc1)c1cc(NC(=O)c2cc(Br)cc(Br)c2O)ccc1Br	-4	2.2	-0.1	5
N#C/C(=C\c1ccc(OCC(=O)O)cc1)C(=O)Nc1nccs1	1	-1.5	0.0	24
N#CCCn1cc(CO)c(-c2ccc(-c3ccccc3)cc2)n1	-31	-0.2	0.1	5
Cc1nn(-c2ccccc2)c2ncc(C(=O)Nc3ccc(N(C)C)cc3)c(Cl)c12	8	1.8	0.1	-1
COc1cc(C(=S)N2CCN(C)CC2)ccc1OCC(=O)NCc1ccccc1	2	0.6	-0.1	3
O=C(Nc1nc(-c2ccc3ccccc3c2)cs1)c1cc(-c2ccccc2)nc2ccccc12	-21	0.1	-0.1	-1
N#C/C(=C\c1cccs1)C(=O)Nc1ccccc1F	-66	-2.3	0.5	12
CCOCCOC(=O)c1ccc(NC(=O)/C=C/c2ccc(OC)c(OC)c2)cc1	-3	0.2	0.0	3
CC(NS(=O)(=O)c1ccc(CCC(=O)O)cc1)c1ccccc1 (stereo unspecified)	-5	1.3	0.0	1
Cc1cccn2c(=O)c(/C=C3\SC(=S)N(C)C3=O)c(N3CCN(CCO)CC3)nc12	3	-1.1	-0.1	-10
COc1ccc(CNC(=O)CCCCCn2c(SCC(=O)c3ccc(F)cc3)nc3cc4c(cc3c2=O)OCO4)cc1	0	1.0	0.1	-13
Cc1ccc(NC(=O)CSc2nnc(CN3CCOCC3)n2C)cc1	9	0.6	0.0	9
O=C(COc1ccccc1)NCCc1cn2ccsc2n1	2	5.0*	-0.7	4
COc1ccccc1N(C(=O)CN1C(=O)C2C3C=CC(C3)C2C1=O)C1=NCCCS1 (stereo unspecified)	10	-2.0	0.2	-7
N#CCCCN1CCC2(CC1)NCCc1c2[nH]c2ccc(F)cc12	4	-0.8	0.1	4
CC(NC(=O)C(=O)N1CCOCC1)C(c1cccs1)N1CCN(c2ccccc2)CC1 (stereo unspecified)	-1	1.0	-0.4	2
COCCN(CC(=O)NC1CCCCC1)C(=O)CCCC(=O)Nc1ccccn1	12	1.0	-0.1	5
CC(C)c1ccc(NC(=O)C2C3C=CC4(O3)C2C(=O)N(Cc2ccccc2Cl)C4C(=O)NC2CCCC(C)C2C)cc1 (stereo unspecified)	8	-0.9	0.0	7
CC(C)(C)c1nnc(C(C)(C)C)c2c1no[n+]2[O-]	-5	-0.1	0.1	0
CCCn1cc(NC(=O)c2cc(-c3ccccc3[N+](=O)[O-])no2)cn1	-9	-0.3	0.4	10
Cc1nc2c(C(=O)N3CCCC3)cnn2c(C)c1Cc1ccccc1Cl	-9	-1.2	-0.1	-2
NC(=O)C1CCN(C(=O)Cn2c(=S)[nH]c3ccccc3c2=O)CC1	-1	0.2	0.1	9
O=C(NCCN1CCOCC1)c1cccc(-n2ncc3cc(Nc4ccccc4Br)ccc32)c1	15	-0.5	0.3	17
CC(NC(=O)c1cnc2ccccn2c1=O)c1ccccc1 (stereo unspecified)	0	-1.2	0.0	0
Cc1ccc(SCc2cc(=O)[nH]c(SCC(=O)Nc3cccc(C(F)(F)F)c3)n2)cc1	6	1.6	-0.2	-9
CC(=O)N1CCc2c([nH]c3c(C)cccc23)C12CCN(CCC#N)C2 (stereo unspecified)	-2	0.9	-0.4	20
CCOC(=O)c1c(C)c(C(=O)NCCN2CCOCC2)c(C)n1CC	-1	-0.5	-0.1	8
Cc1cc(-c2ccccc2)nc(N/N=C/c2ccco2)n1	-13	-1.4	-0.2	-7
Cc1cc(OCc2nnc(SCC(=O)N3CCCCC3C)o2)ccc1Cl (stereo unspecified)	-8	0.0	0.2	1
COc1cccc(-c2noc(-c3cc(C(C)C)[nH]n3)n2)c1OC	-54	-1.3	0.7	25
COc1ccccc1NC(=O)Cn1cnc2sc(C(=O)N3CCCCC3C)c(C)c2c1=O (stereo unspecified)	1	-0.6	-0.4	14
O=C(O)[C@H](O)c1ccccc1	·	-0.2	·	8
CCOc1cc(/C=C2\N=C(c3ccc4c(c3)OCO4)OC2=O)cc(Cl)c1OC(C)=O	0	-0.4	-0.2	2
CCc1csc2ncc(C(=O)N(C)CC(OC)OC)c(=O)n12	-13	0.4	0.2	-7
CCc1ccc(C2CC(c3ccc(C)cc3)Nc3nc(N)nn32)cc1 (stereo unspecified)	-4	0.4	-0.2	6

# Some values from the list:
# Reading for CCOC(=O)c1c(C)c(C(=O)NCCN2CCOCC2)c(C)n1CC under FBW7 act: -0.1
# Reading for NC(=O)C1CCN(C(=O)Cn2c(=S)[nH]c3ccccc3c2=O)CC1 under MITF inh: 9
# Reading for Cc1cc(OCc2nnc(SCC(=O)N3CCCCC3C)o2)ccc1Cl (stereo unspecified) under GPR151 ag: 0.0
# Reading for COc1ccccc1NC(=O)Cn1cnc2sc(C(=O)N3CCCCC3C)c(C)c2c1=O (stereo unspecified) under MITF inh: 14
# Reading for Cc1ccc(SCc2cc(=O)[nH]c(SCC(=O)Nc3cccc(C(F)(F)F)c3)n2)cc1 under FBW7 act: -0.2
# Reading for Cc1cc(-c2ccccc2)nc(N/N=C/c2ccco2)n1 under FBW7 act: -0.2
# Reading for CC(NC(=O)c1cnc2ccccn2c1=O)c1ccccc1 (stereo unspecified) under TEAD-YAP block: 0

# Carrying on:
Compound	TEAD-YAP block	GPR151 ag	FBW7 act	MITF inh
CC1CC(C)CN(C(=O)c2c(C(F)(F)F)nc3ccccn23)C1 (stereo unspecified)	5	0.8	0.4	8
Nc1c(C(=O)Nc2ccc(F)cc2)sc2nc3c(c(-c4ccc(Cl)cc4)c12)CCC3	11	1.3	0.0	0
Cc1ccc2c(COC(=O)CCC(=O)c3cccs3)cc(=O)oc2c1	-3	0.7	0.0	-23
CCOC(=O)c1ccc2c(c1)C(=O)N(c1cccc(N)c1)C2=O	3	-0.2	0.0	6
COc1ccccc1C(=O)Oc1cc(=O)oc2ccccc12	0	0.3	0.0	3
O=C(NCc1ccon1)C1CC(Cc2ccccc2)=NO1 (stereo unspecified)	-25	-0.6	0.1	-30
COc1ccc(NC(=O)CN2CCN(S(=O)(=O)c3ccc(Cl)cc3)CC2)cc1	2	-0.4	0.1	17
COCc1cc(C)n(CC(=O)Nc2c(C)cc(C)cc2C)c(=O)c1C#N	5	0.8	0.2	11
O=C(NNC(=O)c1nn(-c2ccccc2)c(=O)c2ccccc12)c1ccccc1F	2	2.5	-0.1	2
CCn1c(N2CCCC(C(=O)Nc3nnc(C(C)C)s3)C2)nc2ccccc21 (stereo unspecified)	4	-0.6	-0.1	7
CCOC(=O)c1c(NC(=O)C(C)Sc2nnc(CNC(=O)c3cccs3)n2Cc2ccccc2)sc2c1CCCC2 (stereo unspecified)	2	-0.2	0.3	0
O=C(Nc1nccnc1C(=O)O)c1ccc(Cl)cc1	2	-4.7	-0.2	-13
O=C(CSC1=NCCS1)Nc1ccc(S(=O)(=O)N2CCCCCC2)cc1	2	-1.0	-0.1	25
COc1cccc(C(=O)Nc2ccc(-c3nc4ccccc4s3)c(O)c2)c1	-25	-0.1	0.7	14
O=C(CCc1nnc(C2CCCCC2)o1)NCc1ccc(F)c(F)c1	2	0.7	0.0	14
CC(C(=O)Nc1ccc(S(N)(=O)=O)cc1)N1C(=O)C2C3C=CC(C3)C2C1=O (stereo unspecified)	0	-0.5	0.1	-7
COc1cc2ccccc2cc1C(=O)Nc1ccc2oc(-c3cccc4c(Br)cccc34)nc2c1	-6	-1.9	0.1	7
O=C(O)CC(N=CC1=C(O)CCCC1=O)C(=O)O (stereo unspecified)	7&-2	0.2&-1.4	0.0&-0.1	1&10
CC(=O)c1ccc(OCCCC(=O)N=c2sccn2C)cc1	-16	-0.4	0.0	0
